From PubChem BioAssay
Fh CTSL1 inh – cathepsin L1 inhibition, PFM18AAP counter-screen | inhibition, % at 5.96 µM | 300,000 compounds, 0.49% hits | recombinant F. hepatica cathepsin L1, Z-Leu-Arg-MCA fluorescence | AID 1906;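 active = inhibition above the mean of all tested compounds plus 3 SD, set per screening campaign, cut at about 17% in these data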;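 also: 0% = plate median of test compound wells and 100% = 1 µM Z-Phe-Ala-diazomethylketone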
HCV core dimer – blocks dimerization of HCV core protein; 300,000 compounds, 0.33% hits; AID 1899; TR-FRET GST/Flag-core106 dimerization, 1536-well; inhibition, % at 5 µM;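 active = inhibition above the mean of all tested compounds plus 3 SD, set per screening campaign, cut at about 45% in these data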
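System – GST-tagged and Flag-tagged HCV core protein residues 1-106 · Repeats – one well for each compound · Technique – TR-FRET 671 and 617 nm emission · Doses – one concentration, 5 µM, in 0.5% DMSO · Times – 4 h, 22.5 °C incubation · Also added – Eu donor and XL665 acceptor anti-tag antibodies · Measure – percent inhibition of core106 dimerization signal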
procasp3 activ – activates human procaspase-3. activation, % at 8.5 µM. recombinant procaspase-3 D3A, Ac-DEVD-pNA absorbance 405 nm. 330,000 compounds, 0.11% hits;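 active = activation above the mean of all tested compounds plus 3 SD, cut at about 21% in these data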;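 also: 0% = DMSO alone and 100% = DMSO wells spiked with extra 5 µM PC-3 D3A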
Target sequence (P42574 whole entry D9A/D28A/D175A): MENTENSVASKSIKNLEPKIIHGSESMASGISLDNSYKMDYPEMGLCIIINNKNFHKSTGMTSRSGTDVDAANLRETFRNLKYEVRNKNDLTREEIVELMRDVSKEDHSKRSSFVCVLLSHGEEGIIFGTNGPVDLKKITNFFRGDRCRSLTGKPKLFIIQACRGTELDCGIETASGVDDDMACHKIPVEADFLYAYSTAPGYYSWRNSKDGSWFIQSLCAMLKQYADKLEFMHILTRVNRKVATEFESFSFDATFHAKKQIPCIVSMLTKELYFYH
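material = Procaspase-3 D3A mutant | probe or stimulus = Ac-DEVD-pNA | compound = single dose, 8.5 µM nominal compound, 0.8% DMSO | timing = 1 h preincubation, 2 h reaction | measured by = 405 nm absorbance of p-nitroaniline, reads at 0 and 120 min | benchmarks = DMSO-only low control, 5 µM PC-3 D3A high control | repeats = singlicate, each compound tested once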
GRK2 inh – inhibitors of human GRK2 displacing RNA aptamer; P25098; bead flow cytometry, FAM-aptamer displacement from GRK2; inhibition of aptamer binding, % at 10 µM; 330,000 compounds, 0.59% hits; AID 488847;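 active = inhibition of aptamer binding above 40%, roughly 3 SD of noise, on plates passing a quality check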;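 also: median bead fluorescence of bound FAM aptamer so fluorescent compounds give negative values; no value below 0 was filed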
VLA-4 inh – inhibition in a human VLA-4 binding assay | P13612 | VLA-4 expressing cells, ligand binding flow cytometry | inhibition, % (about 7 µM as worked out from the volumes in the protocol) | 330,000 compounds, 0.2% hits | AID 2557; in the data active = inhibition above about 50%
procasp7 counter – counter-screen for procaspase-3 activators: activators of human procaspase-7; P55210; recombinant procaspase-7, Ac-DEVD-pNA absorbance 405 nm; D23A/D198A/D206A triple mutant, cannot self-cleave; scale: DMSO 0, 5 µM enzyme 100; activation, % at 8.5 µM; 330,000 compounds, 0.093% hits; AID 463210;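 active = percent activation above the screen-wide mean plus 3 SD, cut at about 25% in these data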
Target sequence (P55210 whole entry D23A/D198A/D206A): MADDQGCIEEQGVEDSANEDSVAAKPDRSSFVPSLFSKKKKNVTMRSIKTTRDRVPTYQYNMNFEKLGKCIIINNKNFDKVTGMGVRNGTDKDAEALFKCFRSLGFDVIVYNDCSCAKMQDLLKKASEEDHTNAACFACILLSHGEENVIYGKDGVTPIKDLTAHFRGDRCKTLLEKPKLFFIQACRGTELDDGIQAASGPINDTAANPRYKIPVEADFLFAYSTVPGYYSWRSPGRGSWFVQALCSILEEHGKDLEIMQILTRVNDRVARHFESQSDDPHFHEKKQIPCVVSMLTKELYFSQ
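Assay system: Uncleavable procaspase-7 mutant enzyme; Input: 2 µM procaspase-7 mutant as dispensed; Also added: DEVD-pNA substrate; Medium: Zinc-free HEPES pH 7.4 with 300 mM NaCl, 0.01% Triton X-100; Timing: 1 h compound preincubation, 2 h substrate cleavage, 25 °C; Measured by: Epi-absorbance of released pNA at 405 nm, two timepoints.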
PP1 inh – blocks human PP1-alpha phosphatase, a PP5 counter-screen; inhibition, % at 6.7 µM; AID 2235; purified PP1alpha, OMFP fluorescence; 320,000 compounds, 0.9% hits;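 active = inhibition above the mean inhibition of all tested compounds plus 3 SD, computed separately for each screening campaign, cut at about 15% in these data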
GASC-1 inh – inhibitors of human GASC-1 (JMJD2C) demethylase; inhibition, % at 2.35 µM; 330,000 compounds, 0.069% hits; Q9H3R0; GST-JMJD2C(1-420) H3K9me3 demethylation, DELFIA europium;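 active = more than half of a compound's replicate wells show inhibition beyond 50%, single wells judged on their own value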;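 also: signal counts dimethyl H3K9 product captured on neutravidin plate; 0% = median of DMSO wells and 100% = 0.3 times that DMSO median; strong numbers were not always called active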
PP5 inh – blocks human protein phosphatase 5 activity. purified PP5c, OMFP substrate fluorescence. 320,000 compounds, 0.18% hits. inhibition, % at 6.7 µM;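 active = inhibition above the campaign's mean inhibition across all tested compounds plus 3 SD, cut at about 9.5% in these data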;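 also: 0% = DMSO only and 100% = 100 µM cantharidin control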
Target sequence (P53041 whole entry, looked up): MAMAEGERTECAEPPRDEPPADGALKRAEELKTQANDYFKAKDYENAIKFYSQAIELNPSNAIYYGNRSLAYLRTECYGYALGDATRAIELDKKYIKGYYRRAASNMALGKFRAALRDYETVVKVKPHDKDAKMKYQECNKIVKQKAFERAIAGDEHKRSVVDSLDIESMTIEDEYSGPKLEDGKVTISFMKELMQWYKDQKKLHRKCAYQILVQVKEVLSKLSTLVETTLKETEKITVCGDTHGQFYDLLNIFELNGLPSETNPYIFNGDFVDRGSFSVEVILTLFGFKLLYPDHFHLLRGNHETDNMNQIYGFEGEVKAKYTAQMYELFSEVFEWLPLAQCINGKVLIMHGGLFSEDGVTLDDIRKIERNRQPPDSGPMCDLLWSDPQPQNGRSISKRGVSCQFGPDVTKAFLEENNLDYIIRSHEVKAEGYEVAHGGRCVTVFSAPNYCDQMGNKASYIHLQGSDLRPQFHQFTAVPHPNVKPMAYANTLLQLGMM
An asterisk follows results filed as active; i = inactive; / = not tested or not shown; & = joins results of further samples.

A first look:
SMILES | Fh CTSL1 inh | HCV core dimer | procasp3 activ | GRK2 inh | VLA-4 inh | procasp7 counter | PP1 inh | GASC-1 inh | PP5 inh
CCCCN1CC(O)=C(c2nc3ccccc3[nH]2)C1=N | 4 | -15 | 4 | 0 | -10 | 1 | 2 | 53 | 1.0
COc1ccc(/C=C/C(=O)NCCn2c(C)cc3ccccc32)cc1OC | 2 | 7 | 0 | 0 | -2 | 0 | -1 | -3 | 5.5

Main list, repeating the preview:
SMILES | Fh CTSL1 inh | HCV core dimer | procasp3 activ | GRK2 inh | VLA-4 inh | procasp7 counter | PP1 inh | GASC-1 inh | PP5 inh
CCCCN1CC(O)=C(c2nc3ccccc3[nH]2)C1=N | 4 | -15 | 4 | 0 | -10 | 1 | 2 | 53 | 1.0
COc1ccc(/C=C/C(=O)NCCn2c(C)cc3ccccc32)cc1OC | 2 | 7 | 0 | 0 | -2 | 0 | -1 | -3 | 5.5
O=C(O)c1cccnc1NC1CCCC1 | 2 | -2 | 4 | 1 | -12 | 0 | -2 | 3 | -0.7
COc1ccc(C)cc1S(=O)(=O)N1c2ccccc2CC1C (configuration not stated) | 0 | 1 | 5 | 0 | 11 | -5 | -2 | -3 | -0.3
CC(C(=O)NN)c1ccc([N+](=O)[O-])cc1 (configuration not stated) | -2 | 1 | 2 | 2 | 9 | 8 | -3 | -11 | -1.6
O=C(Oc1c(CN2CCOCC2)cc(Cl)c2cccnc12)c1ccccc1F | -3 | 2 | -4 | 2 | 7 | -7 | 10 | -2 | 1.5
COc1cccc(-n2nnc3c(=O)n(CC(=O)N4CCC(Cc5ccccc5)CC4)cnc32)c1 | 2 | 17 | -8 | 0 | 11 | -2 | -1 | -26 | 0.2
O=S(=O)(Nc1cccnc1Cl)c1ccc(F)cc1 | -1 | -12 | 1 | 3 | -16 | 3 | -2 | -6 | 0.7
Cc1cc(NC(=O)COC(=O)C2CCC(=O)N2)c([N+](=O)[O-])cc1C (configuration not stated) | -7 | -1 | 14 | 0 | 4 | 2 | 0 | 2 | 0.0
C=CCN(C(=O)CNC(=O)c1ccco1)C(C(=O)NC1CCCCC1)c1ccc(F)cc1 (configuration not stated) | 0 | 0 | 2 | 0 | 13 | 2 | -3 | 13 | -1.1
Cc1ccc(S(=O)(=O)NCC(=O)NNC(=O)c2ccc(Br)cc2)cc1C | / | / | 1 | 2 | 2 | -1 | / | -2 | /
O=C(CCn1c(=O)sc2ccccc21)Nc1cccnc1 | -1 | -9 | 0 | 0 | 6 | -3 | -7 | -10 | -0.7
CC(OC(=O)c1nc(-c2ccccc2)n(-c2ccccc2)n1)C(=O)Nc1cc(Cl)cc(Cl)c1 (configuration not stated) | -1 | 10 | 8 | 2 | 6 | -1 | 4 | -16 | 3.8
COc1ccc(OC)c(S(=O)(=O)NCCCn2ccnc2)c1 | -1 | 0 | -3 | 0 | 2 | -2 | 0 | 7 | 2.5
Cc1cccc(NC(=O)c2nc(-c3ccccc3)n(-c3ccccc3)n2)c1C | 4 | 11 | 4 | 3 | -12 | 0 | 1 | 19 | 2.7
O=S(=O)(CCc1nc2ccccc2o1)c1ccc(Cl)cc1 | 5 | 0 | 0 | 3 | -1 | -3 | -1 | 7 | 0.3
COc1cc2c3nnc(-c4ccc(F)cc4)c-3cn(Cc3cccc(F)c3)c2cc1OC | 63* | 5 | -3 | 4 | i | 7 | 15 | 7 | 2.9
C[C@]1(C(=O)NCCc2c[nH]c3ccccc23)C=C[C@@H](Cc2ccccc2)N1C(=O)c1ccccc1 | 3 | 8 | 3 | / | / | -4 | 5 | -13 | 3.0
CCN(CC)CCN1C(=O)C(=O)/C(=C(/O)c2ccc(OC(C)C)cc2)C1c1ccncc1 (configuration not stated) | 1 | 0 | -3 | 0 | 1 | 2 | 2 | -1&-1 | 2.0
Cc1ccc(CSCCNC(=O)/C=C/c2ccccc2Cl)cc1 | 3 | 7 | 4 | 4 | 7 | 3 | 1 | -12 | 2.1
COc1ccc(NS(=O)(=O)c2cccc(C(=O)N/N=C/c3cccs3)c2)cc1 | 4 | -2 | 0 | 0 | 11 | 15 | -6 | -3 | -1.2
Cc1ccc(C2=N/C(=C\N3CCCCC3)C(=O)O2)cc1 | 6 | 4 | -6 | 9 | 1 | 7 | 1 | 2 | -0.8
O=C(O)COc1ccccc1/C=N/NC(=O)CSc1nnc(-c2ccc(Cl)cc2)n1C1CCCCC1 | 0 | 12 | 9 | 2 | -1 | 0 | 3 | 9 | 3.1
NC(=O)c1ccccc1NC(=O)CCCCCn1nnc2ccccc2c1=O | -5 | -1 | 5 | 5 | 2 | -2 | 0 | -10 | -0.1

Three compounds drawn at random from the list so far, as already listed:
SMILES | Fh CTSL1 inh | HCV core dimer | procasp3 activ | GRK2 inh | VLA-4 inh | procasp7 counter | PP1 inh | GASC-1 inh | PP5 inh
O=C(O)COc1ccccc1/C=N/NC(=O)CSc1nnc(-c2ccc(Cl)cc2)n1C1CCCCC1 | 0 | 12 | 9 | 2 | -1 | 0 | 3 | 9 | 3.1
COc1ccc(NS(=O)(=O)c2cccc(C(=O)N/N=C/c3cccs3)c2)cc1 | 4 | -2 | 0 | 0 | 11 | 15 | -6 | -3 | -1.2
Cc1ccc(C2=N/C(=C\N3CCCCC3)C(=O)O2)cc1 | 6 | 4 | -6 | 9 | 1 | 7 | 1 | 2 | -0.8

Further results follow:
SMILES | Fh CTSL1 inh | HCV core dimer | procasp3 activ | GRK2 inh | VLA-4 inh | procasp7 counter | PP1 inh | GASC-1 inh | PP5 inh
CCc1ccc2c(COC(=O)C3CSC4(C)CCC(=O)N34)cc(=O)oc2c1 (configuration not stated) | / | / | 1 | 1 | 13 | -19 | -1 | -1 | -1.3
CCOc1ccc(C2/C(=C(\O)c3ccc4c(c3)OCCO4)C(=O)C(=O)N2CCCn2ccnc2)cc1OC (configuration not stated) | 0 | -1 | -7 | 3 | 27 | -49 | 0 | 6 | 1.2
CN1C2C(Br)CCCCN2c2ccc(F)cc2S1(=O)=O (configuration not stated) | 0 | -3 | 9 | 4 | 11 | -1 | 3 | 12 | 3.7
Cn1c(=O)cc(N)n(Cc2ccccc2)c1=O | 3 | -15 | 13 | 4 | -8 | 6 | -3 | 0 | -1.3
COc1ccc(/C=C/C(=O)NC(=S)N2CCOCC2)cc1 | 2 | 0 | 7 | 0 | -7 | 2 | 4 | 10 | 1.5
Cc1ccc(C2CC(c3ccccc3)=NN2c2ccccc2)o1 (configuration not stated) | 0 | 2 | 12 | 0 | 0 | 5 | -2 | -3 | 0.0
COc1cccc(C(CNC(=O)C2CCN(C(=O)Nc3ccccc3)CC2)N(C)C)c1 (configuration not stated) | / | / | 8 | 0 | -2 | -2 | 0 | / | 1.7
CC(C)(C)NC(=O)C(=O)NNC(=O)c1cccc(Br)c1 | -7 | 2 | -3 | 1 | 3 | 1 | -2 | 1 | -2.8
Cc1cc(NC(=O)c2ccc([N+](=O)[O-])cc2)n(CCC#N)n1 | -1 | -6 | 7 | 1 | -7 | 3 | 0 | -20 | -1.1
CC1CCN(c2nc(N(C)c3ccccc3)nc(N)c2[N+](=O)[O-])CC1 | -3 | -1 | 3 | 0 | -2 | 4 | 1 | -1 | 3.0
CCOC(=O)N1CCN(C(=O)CCc2c(C)nc3nc(C)nn3c2C)CC1 | 0 | -2 | 2 | 7 | 7 | 4 | 2 | 4 | 0.2
COc1ccc([C@@H]2[C@@H]3C(=O)N(C(C)(C)C)C(=O)[C@@H]3[C@]3(Cc4ccccc4)C(=O)N(c4ccc(OC)cc4)C(=O)N23)cc1 | 1 | 11 | -8 | 1 | 5 | 6 | 2 | 14 | 1.4
O=C(OCCCOC(=O)c1ccc([N+](=O)[O-])o1)c1ccc([N+](=O)[O-])o1 | 23* | -2 | 3 | 5 | 9 | -4 | -4 | 67 | -3.4
O=C(COC(=O)Cc1cccc(C(F)(F)F)c1)NC(=O)NC1CCCC1 | / | / | -1 | 0 | 31 | -3 | / | 2 | /
Cc1cc(C)c(C(=O)CC(=O)c2ccccc2Cl)c(O)c1 | 5 | -1 | 8 | 0 | -2 | -4 | 2 | 21 | -0.1
Cn1nc(C(=O)NCC2CCCO2)c2ccccc2c1=O (configuration not stated) | -2 | -3 | 1 | 1 | -8 | -10 | -4 | 2 | -1.0
CCOC(=O)c1c(C)[nH]c(C(=O)OCC(=O)NCc2ccc(C)cc2)c1C | / | / | -4 | 0 | -21 | 3 | 19* | 4 | 0.8
CCOc1ccc(C(=O)COC(=O)c2cccc(-n3cnnn3)c2)cc1 | -3 | -1 | -12 | 3 | -5 | 6 | -2 | -14 | 1.4
CCCc1cc(N2CCCC(C(=O)NCc3ccc4c(c3)OCO4)C2)n2ncnc2n1 (configuration not stated) | -1 | 1 | 6 | 1 | 11 | 3 | 3 | 7 | 0.8
Cc1ccccc1NC(=O)C(C)n1c2ccccc2c2nc(=O)cc(C)n21 (configuration not stated) | 0 | 0 | -7 | 0 | 15 | -5 | 3 | 2 | 1.5
COc1cc(NC(=O)COC(=O)Cn2cnc3c2c(=O)n(C)c(=O)n3C)cc(OC)c1 | / | / | 5 | 2 | 0 | 5 | 0 | / | -0.2
C[C@H](CO)N1C[C@H](C)[C@@H](CN(C)Cc2ccc3c(c2)OCO3)Oc2c(NS(C)(=O)=O)cccc2C1=O | / | / | 0 | 5 | 13 | 10 | / | 6 | /
COC(=O)C1=NNCC12CC(=O)N(c1ccc(Br)cc1)C2=O (configuration not stated) | 0 | -4 | -3 | 0 | 4 | 0 | -1 | -3 | -1.0
COC(=O)CSc1n[nH]c(=S)s1 | -3 | -3 | -6 | 1 | -1 | -12 | -3 | 13 | -0.3
CSc1ccc(S(=O)(=O)NCC(=O)OCC(=O)N2CCCCC2C)cc1[N+](=O)[O-] (configuration not stated) | -12 | -10 | 2 | 0 | 0 | 1 | -3 | 0 | -0.1
CCOC(=O)c1c(NC(=S)NCc2ccccc2)sc2c1CCN(C(=O)OCC)C2 | -4 | 7 | -1 | 0 | 0 | -10 | -2 | 2 | 2.4
Cn1nnnc1Sc1ncnc2scc(-c3ccc4c(c3)OCO4)c12 | / | / | 0 | 3 | -8 | 8 | / | / | /
CCCCn1c(O)c(N=NC(=O)Cn2c(C(F)(F)F)nc3ccccc32)c2ccccc21 | 0 | 16 | 8 | 0 | 14 | -6 | -3 | 4 | -1.2
Cn1c(=O)c2c(nc(OCCc3ccccc3)n2C)n(C)c1=O | -3 | 11 | -3 | 4 | 0 | 5 | -2 | 5 | 0.1
Cc1ccc(C)c(S(=O)(=O)N2C(=S)NC(=O)C2C(C)C)c1 (configuration not stated) | 17* | -12 | -1 | 4 | 16 | -4 | 3 | 1 | 1.5
CCOc1ccc(NC(=O)CCNC(=O)C2CCN(S(=O)(=O)c3ccccc3)CC2)cc1 | 5 | -3 | -7 | 1 | 0 | 5 | -3 | -4 | 2.8
CCCn1c(CCC(=O)O)ccc1-c1ccc(F)cc1 | 2 | 10 | 4 | 0 | -12 | 2 | 0 | 3 | -1.9
